Source: PubChem (Southern Research Specialized Biocontainment Screening Center)
inhibitors of VEEV – inhibitors of VEEV TC-83 cytopathic effect, confirmation, Vero cells (AID 588727); inhibition, % at 20 µM; hits with a dose series show IC50 in µM; Vero cells, VEEV TC-83 cytopathic effect inhibition; higher % means a stronger effect; 0.13% of 350,000 active; in the data active = a potency from the dose series; inconclusive = inhibition mostly from about 14% at the one dose, without a potency; inactive = the rest, 99 in 100 with inhibition below about 12%; also: strong numbers were not always called active
M. tuberculosis – growth inhibition of non-replicating M. tuberculosis (AID 488890); 0.39% of 320,000 active; Mycobacterium tuberculosis non-replicating, growth inhibition; higher % means a stronger effect; inhibition, % at 25 µM; hits with a dose series show IC50 in µM; in the data active = a potency from the dose series; inconclusive = inhibition mostly from about 82% at the one dose, without a potency; inactive = the rest, 99 in 100 with inhibition below about 76%;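 also: plate controls were DMSO cells for no effect and high antibiotic wells for full effect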
H37Rv inhibition – M. tuberculosis growth inhibition, HTS (AID 449762); M. tuberculosis H37Rv growth inhibition, 7H9 media; higher % means a stronger effect; inhibition, % at 25 µM; hits with a dose series show IC50 in µM; 0.59% of 330,000 active; in the data active = a potency from the dose series; inconclusive = inhibition above about 70% without an active follow-up result;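 also: bacterial growth assessed after seven days of incubation; strong numbers were not always called active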
H1N1 NS1A inhibition – H1N1 influenza NS1A inhibitors, functional cell based assay (AID 504329) | NS1A functional cell-based assay, percent inhibition; higher % means a stronger effect | 0.3% of 340,000 active | inhibition, % at 12.5 µM, or IC50 in µM where a hit was titrated; in the data active = a potency from the dose series; inconclusive = inhibition above about 27% without an active follow-up result; also: strong numbers were not always called active
PhoP GFP inhibition – PhoP regulon inhibitors, Salmonella typhi PhoP promoter GFP reporter, confirmatory (AID 1850). inhibition, % at 50 µM, or IC50 in µM where a hit was titrated. 0.33% of 310,000 active. Salmonella Typhi PhoP-promoter GFP reporter, fluorescence, 4 h; higher % means a stronger effect; in the data active = a potency from the dose series; inconclusive = inhibition mostly from about 25% at the one dose, without a potency; inactive = the rest, 99 in 100 with inhibition below about 19%;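 also: 0% = induced wells with vehicle and 100% = uninduced wells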
inhibitors of VEEV 10K pilot screen – recorded beside inhibitors of VEEV, whose call it bears; inhibition, %; measured here: 10K pilot screen inhibition
Numbers without * were called inactive; i = inactive; ? = inconclusive; nt = no result given.

SMILES | inhibitors of VEEV | M. tuberculosis | H37Rv inhibition | H1N1 NS1A inhibition | PhoP GFP inhibition | others
CC(C)CC1NC(=O)c2cc(Cl)ccc2-n2c1nc1cc(F)ccc1c2=O (configuration not stated) | nt | 1% | 0% | nt | nt
COc1ccc(C(=O)NC(=S)NNC(=O)c2ccc(O)cc2)cc1[N+](=O)[O-] | 1.7% | -2% | -4% | -2% | 6%
COc1ccccc1C(=O)NNC(=O)c1cccc([N+](=O)[O-])c1 | 1.4% | -6% | 1% | 2% | 2%
Cc1[nH]n(C(N)=S)c(=O)c1N=Nc1cc(-c2ccc(Br)cc2)[nH]n1 | 7.1% | 0% | -4% | nt | 6%
O=C(Nc1nc(-c2cccs2)cs1)c1cccc(S(=O)(=O)N2CCCCCC2)c1 | i | 33% | 4% | 12% | -1%
Cn1c(O)c(C=Nc2ccccc2-c2ccccc2)c(=O)n(C)c1=O | 3.6% | 21% | ? | -3% | 0%
Cc1cc(C(=O)N2CCCC(N3CCN(c4cccc(Cl)c4)CC3)C2)nc(C)n1 (configuration not stated) | 0.1% | -10% | -6% | -12% | -3%
COc1ccc(N2CCN(c3nc4ccccn4c(=O)c3C=O)CC2)cc1 | 0.8% | 33% | -10% | 2% | -8%
O=C(NC12CC3CC(CC(C3)C1)C2)c1cncc(Br)c1 | 0.5% | 56% | 7% | -4% | 10%
COc1ccccc1NC(=O)COc1cccnc1[N+](=O)[O-] | 0.1% | -2% | 7% | -5% | nt
COc1ccccc1C=NNc1nc(C)cc(=O)[nH]1 | 2.5% | nt | nt | -2% | nt
COc1ccc(F)c(-c2nc(CN3CCC(c4ccccc4)CC3)c(C)o2)c1 | 0.5% | 79% | 30% | 7% | -5%
COc1ccc(/C=N/NC(=O)c2ccc(O)cc2)cc1CN1CCCc2ccccc21 | 10% | 19% | 9% | -2% | -6%
CC(C)n1c(NCc2cccs2)nc2ccccc21 | 2.9% | 6% | -8% | 5% | -8% | inhibitors of VEEV 10K pilot screen=0.1
COCCNC(=O)C1CCC(CNS(=O)(=O)c2c(C)cc(C)cc2C)CC1 (configuration not stated) | i | -10% | 21% | 3% | -12%
Cc1nc2nc[nH]n2c(=O)c1NS(C)(=O)=O | 0.3% | -3% | -6% | 20% | -4%
CCOC(=O)c1c(CC(C)C)csc1NC(=O)CCl | 1.2% | ? | <0.2µM* | 3% | 7% | inhibitors of VEEV 10K pilot screen=8.7
CC1(C2CC2)NC(=O)N(CC(=O)Nc2ccc(Cl)c([N+](=O)[O-])c2)C1=O (configuration not stated) | 1.3% | -1% | -5% | -4% | nt
O=C1OCC2=C1C(c1ccccc1)CC(=O)N2c1cccc(F)c1 (configuration not stated) | 0.6% | -35% | 1% | 3% | -7%
O=C(Nc1cccnc1)c1ccc(-c2ccccc2)cc1 | 0.3% | 43% | 0% | -2% | -1%
c1ccn2c(c1)nc1c2nc2ccccn21 | 2.9% | -10% | 1% | 3% | 0%
CCS(=O)(=O)Nc1cc(OC)c(OC)cc1Cc1nccc2cc(OC)c(OC)cc12 | 6.0% | 6% | -3% | 0% | -1%
Cc1ccc(-c2nnn(CC(=O)NCCc3ccc4c(c3)OCO4)n2)o1 | 1.2% | 0% | -1% | 2% | 10%
O=C(N/N=C/C1CC2CCC1C2)C1CC1 (configuration not stated) | 2.3% | -2% | -5% | -1% | -2%
CCC(=O)NC(=S)Nc1ccc(S(=O)(=O)NC2CCCCC2)cc1 | i | -15% | 5% | -18% | 9%
COC(=O)C1SCC2C(=O)N(Cc3ccc(Cl)cc3)CC(=O)N21 (configuration not stated) | i | 2% | -4% | 3% | 2% | inhibitors of VEEV 10K pilot screen=4.2
CCS(=O)(=O)N1Cc2ccccc2CC1C(=O)Nc1nc2ccc(F)cc2s1 (configuration not stated) | 2.2% | 21% | 47% | -2% | -9%
NC1=NC(=O)/C(=C/c2cn(CCC(=O)O)nc2-c2ccc(F)cc2)S1 | 1.1% | 7% | 1% | -2% | -11%
O=C(NC1CCCC1)C(c1ccncc1)N(C(=O)c1csnn1)c1cccc(Cl)c1 (configuration not stated) | 3.1% | 5% | 1% | -1% | 7%
Cc1cc(C(=O)CSc2ncccn2)c(C)n1-c1cccc(F)c1 | 0.2% | 24% | -1% | 0% | -4%
CC(C)Cc1csc(NC(=O)c2ccccc2Cl)c1C(=O)O | 2.2% | 77% | 10% | -1% | -3%
O=C(Nc1ccc2c(c1)OCCO2)C(=O)c1c[nH]c2ccccc12 | 12% | 27% | 5% | -4% | -9%
CCCCc1nc(N)c(C#N)c(-c2ccco2)c1CCC | i | 2% | 43% | -4% | -6%
Cc1cccc(C2=NCC(=O)N(CC(=O)NCc3ccco3)c3sc4c(c32)CCCC4)c1 | i | 44% | -10% | -9% | 5%
Cc1cc(S(=O)(=O)Nc2c(C)nc3nc[nH]n3c2=O)ccc1F | 0.1% | -15% | -8% | -2% | -3%
CC(=O)OC1CCC2(C)C(CCC3C2CC(=O)C2(C)C3CC(C(C(C)=O)C(C)=O)C2C(C)=O)C1 (configuration not stated) | 0.5% | nt | nt | -16% | nt

Some of these compounds in order of molecular weight, falling:
SMILES | inhibitors of VEEV | M. tuberculosis | H37Rv inhibition | H1N1 NS1A inhibition | PhoP GFP inhibition | others
O=C(NC1CCCC1)C(c1ccncc1)N(C(=O)c1csnn1)c1cccc(Cl)c1 (configuration not stated) | 3.1% | 5% | 1% | -1% | 7%
NC1=NC(=O)/C(=C/c2cn(CCC(=O)O)nc2-c2ccc(F)cc2)S1 | 1.1% | 7% | 1% | -2% | -11%
COC(=O)C1SCC2C(=O)N(Cc3ccc(Cl)cc3)CC(=O)N21 (configuration not stated) | i | 2% | -4% | 3% | 2% | inhibitors of VEEV 10K pilot screen=4.2
CC(C)Cc1csc(NC(=O)c2ccccc2Cl)c1C(=O)O | 2.2% | 77% | 10% | -1% | -3%
CCCCc1nc(N)c(C#N)c(-c2ccco2)c1CCC | i | 2% | 43% | -4% | -6%

(more compounds)
SMILES | inhibitors of VEEV | M. tuberculosis | H37Rv inhibition | H1N1 NS1A inhibition | PhoP GFP inhibition | others
CCCC(C)C(=O)Nc1ccc(S(N)(=O)=O)cc1 (configuration not stated) | i | -1% | 2% | 8% | -1%
O=C(O)[C@@H]1CCCN1C(=O)c1ccco1 | 1.4% | -11% | -3% | 22% | -30%
COc1ccc(NS(=O)(=O)c2cccc(C(=O)NN=Cc3cc(Br)c(O)c(Br)c3)c2)cc1 | 1.8% | 24% | 2% | 3% | nt
O=C(Nc1ccc(OC(F)F)cc1)c1cc(S(=O)(=O)N2CCCCC2)ccc1N1CCOCC1 | 0.6% | 11% | 3% | -6% | nt
C=CCn1c(SCC(=O)c2ccc(O)c(O)c2)nnc1-c1cccc(C)c1 | 2.6% | 34% | -6% | 1% | nt
CCCCCn1c(=O)c(C(=O)NCCc2ccccc2)c(O)c2ccccc21 | 5.4% | -9% | 2% | -7% | -8%
CCOC(=O)C(NC(=O)c1ccc(OC)cc1)(Nc1cc(C)on1)C(F)(F)F (configuration not stated) | 3.0% | 1% | 2% | -1% | 7%
COc1ccccc1CN(C)C(=O)c1cc(C)nc2ccccc12 | 3.1% | 8% | -4% | 6% | 7%
CCCc1nc2ccccc2c(=O)n1-c1ccc(C(=O)OCC)cc1 | 0.1% | -1% | -2% | -2% | -6%
O=c1c2ccccc2nc(-c2ccc(F)cc2)n1NCc1ccccc1O | 0.3% | -6% | 11% | 0% | -3%
CC1CCCCC1NC(=O)COC(=O)c1ccc2ccccc2n1 (configuration not stated) | 1.0% | 79% | -5% | -8% | 4%
Cc1cccn2c(N)c(-c3ccccc3)nc12 | 1.2% | -9% | -4% | 2% | 7% | inhibitors of VEEV 10K pilot screen=1.6
Cc1ccccc1NC(=O)COC(=O)c1cccc(S(=O)(=O)N2CCCCC2)c1 | 0.6% | -15% | -7% | 2% | nt
O=C(COc1cc(Cl)c(Cl)cc1Cl)NC(=O)Nc1ccc2c(c1)OCCO2 | 0.2% | -4% | 4% | -3% | -8%
CN(c1ccccc1)S(=O)(=O)c1cccc(C(=O)Nc2nn[nH]n2)c1 | 2.0% | 12% | 12% | -10% | 3%
COc1ccc(C2=NS(=O)(=O)N(C)C(C(=O)Nc3ccc(F)cc3F)=C2)cc1 | 1.3% | -8% | -3% | -2% | -14% | inhibitors of VEEV 10K pilot screen=0.9
CCOC(=O)C1C(=O)C=C(c2ccc(C)cc2)CC1c1cccc([N+](=O)[O-])c1 (configuration not stated) | 7.5% | 25% | 8% | -4% | -3%
NS(=O)(=O)c1ccc(-c2ccc(C=C3C(=O)NC(=O)NC3=O)o2)cc1 | i | 3% | 28% | 8% | 0%
Cc1ccc2nc(-c3ccc(NC(=O)CCN4C(=O)c5ccccc5C4=O)cc3)sc2c1 | 0.5% | -4% | 5% | -13% | 1%
CCOC(=O)C1=C(c2ccccc2)NC(=S)NC1c1ccc(Cl)c([N+](=O)[O-])c1 (configuration not stated) | nt | 7% | 4% | nt | -7%
O=C(NCCOc1ccccc1Cl)c1cc(F)c(F)cc1Cl | i | nt | nt | -11% | -3%
COc1ccccc1NC(=O)Nc1ccnn1C1CCCCC1 | 1.4% | -13% | -13% | -6% | -3%
CC(=O)c1c(C)nc2ccccn12 | 1.1% | -2% | 4% | 1% | -16%
COc1ccc(Br)cc1S(=O)(=O)N1CC(C)OC(C)C1 (configuration not stated) | 5.5% | 30% | 6% | -5% | 4%
Cc1csc(NC(=O)c2cc(-c3ccncc3)nc3ccccc23)n1 | 11% | 8% | 2% | 14% | 0%
CN(CC(=O)Nc1ccc(F)c(Cl)c1)S(=O)(=O)c1cccc2nsnc12 | 7.1% | 19% | -6% | 2% | 4%
CC(C)CNC(=O)c1cccc(NC(=O)CCc2ccccc2)c1 | i | 11% | 6% | -2% | -8%
O=S(=O)(Nc1nccs1)c1ccc2c(c1)OCCO2 | 3.0% | -2% | -6% | 2% | 4%
CCN(Cc1ccccc1)S(=O)(=O)c1ccc(C(=O)N(CCCN(C)C)c2nc3cc4c(cc3s2)OCO4)cc1 | ? | 38% | 53% | 11% | 6%
CC1CCC(N2CCN(S(C)(=O)=O)CC2)CC1 (configuration not stated) | 2.9% | 4% | 2% | 3% | -6%
Cc1ccc(CN2C(=O)CN=C(c3ccccc3)c3ccccc32)cc1 | 4.5% | 30% | -6% | -8% | 6%
CCC(CC)COC(=O)C1=C(C)NC(=O)NC1c1ccc2c(c1)OCO2 (configuration not stated) | 0.0% | 0% | 5% | -8% | 5%
Cc1ccc(NC(=O)CN(C)C(=O)CSc2nnc(N)s2)cc1 | 0.9% | -6% | -4% | -6% | nt
O=C(CSc1nnc(-c2cccc(F)c2)o1)N1CCCC1 | 3.2% | ? | 8% | 8% | 5%
CCCCN1C(=O)c2ccc(C(=O)OCC(=O)N3CCN(c4ccccc4)CC3)cc2C1=O | 0.3% | ? | ? | -14% | nt
Cc1cc(S(=O)(=O)N2CCOCC2)ccc1OCC(=O)Nc1ccccc1F | i | -2% | 8% | 8% | -12%
O=C(CN1CCCC1)NCC(=O)Nc1ccc(F)cc1 | 0.4% | -6% | 2% | -6% | 3%
CCCOc1ccc(C2C(C(=O)OC)=C(C)N=C3SCCC(=O)N32)cc1OCC (configuration not stated) | 1.1% | -6% | 5% | 5% | 1%
O=C(CN(C(=O)c1csnn1)c1ccccc1F)NCc1ccccc1 | i | -2% | -2% | 14% | 6%
c1ccc(SSc2ccccn2)nc1 | 5.4% | ? | 2% | 3% | 5%
CC1CCCCC1NC(=O)COc1ccc(C#N)cc1 (configuration not stated) | i | -10% | 3% | 5% | nt
COc1ccc(S(=O)(=O)Cc2ccc(C(=O)NC3CCCCC3)o2)cc1 | i | -3% | 6% | 7% | 3%
Cc1ccccc1C(=O)Nc1ccc(O)c2c(=O)cc(-c3ccccc3Cl)oc12 | 0.6% | 7% | 2% | 16% | 3%
CC(=O)OC1C2CCC1C([N+]1(C)CCCCC1)CC2 (configuration not stated) | 0.3% | 16% | -1% | -18% | -3%
O=C(NCCCCCCCCNC(=O)c1cccc2ccccc12)c1cccc2ccccc12 | 3.4% | nt | nt | -19% | nt
CN(C)c1ccc(/C=N\NC(=S)SCN2C(=O)C3CCC(C)(C2=O)C3(C)C)cc1 (configuration not stated) | 1.6% | -4% | -6% | 3% | -4%
COc1ccc(C2C=C(c3ccc(Cl)cc3)Nc3nc(NC(C)=O)nn32)cc1 (configuration not stated) | nt | -16% | 2% | nt | -12%
O=C(O)c1ccc(N2C(=O)/C(=C\c3ccccc3)N=C2c2ccccc2)cc1 | i | 11% | 12% | 1% | 7%
CC1CN(c2nc(-c3ccc(Br)cc3)nnc2-c2ccccc2)CC(C)N1 (configuration not stated) | 11% | 80% | 8% | 7% | 4%
